Screens deposited in PubChem by National Center for Advancing Translational Sciences (NCATS).
Pf growth 96h: P. falciparum growth inhibition at 96 hour, primary screen for plastid delayed-death inhibitors; P. falciparum luciferase reporter growth, 96 h; Potency, µM (titrated, usually from 28.7 µM), for the others: at the highest dose activity change, negative = inhibition, most hits filed as inhibitors; actives 6.9% (n = 320,000); also: potency is read from the fitted curve at half-maximal effect; % is scaled to controls: 0 for no effect and ±100 for the full control effect
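96 h incubation, 37 C, 5% CO2, of luciferase-reporter P. falciparum-infected RBCs (2% hematocrit, 0.05% parasitemia final) with test compounds; endpoint luminescence.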
CHX counter: affects cycloheximide protein synthesis inhibition readout, counter-screen; cell reporter, cycloheximide protein synthesis inhibition counterscreen; max response, %; actives 12% (n = 300,000); AID 2314; in the data active = max response mostly above about 13%, no sharp cut-off; inactive = mostly below about 14%; also: read at 38.3 µM for the half of the compounds with a filed dose; 0% is about no effect
Pf growth 48h: inhibits P. falciparum growth in the first generation, 48 h. P. falciparum luciferase growth in erythrocytes, 48 h. Potency, µM (titrated, usually from 28.7 µM), inactives show at the highest dose activity change, negative = inhibition, usual class: inhibitors. actives 5.9% (n = 310,000); also: potency is read from the fitted curve at half-maximal effect; % is scaled to controls: 0 for no effect and ±100 for the full control effect
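Parasite viability was followed by luminescence of a genomically integrated firefly luciferase. Cultures held 0.1% parasitemia at 2% hematocrit (final), incubated under 5% CO2 at 37 C.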
TbPYK inhibitor: T. brucei pyruvate kinase inhibition; Q57TT1; TbPYK enzyme, Kinase-Glo Plus ATP luminescence, 45 min; Potency, µM (series often up to 76.8 µM), without a hit: top-dose activity, negative = inhibition, actives largely listed as inhibitors; actives 0.12% (n = 410,000); also: potency is read from the fitted curve at half-maximal effect; % is scaled to controls: 0 for no effect and ±100 for the full control effect; nearly all actives have a fitted effect of over 50% in size
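Screened from lowest to highest concentration, compounds were pinned into TbPYK/substrate mixtures, and ADP (130 uM final) was added. Plates sat at room temperature for 45 min prior to Kinase-Glo Plus detection by luminescence.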
AmpC no deterg: blocks E. coli AmpC beta-lactamase in detergent-free assay; actives 0.52% (n = 330,000); Potency, µM (titrated, usually from 57.1 µM), inactives show top-dose activity change, negative = inhibition, actives largely listed as inhibitors; AID 485341; P00811; AmpC nitrocefin hydrolysis, absorbance 480 nm, 0.0001% Triton;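 also: potency is read from the fitted curve at half-maximal effect; plate controls were no compound for no effect and no enzyme for full effect; nearly all actives have a fitted effect of over 20% in size; some results filed as inactive show a strong effect at the top dose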
Target sequence (P00811 whole entry, looked up): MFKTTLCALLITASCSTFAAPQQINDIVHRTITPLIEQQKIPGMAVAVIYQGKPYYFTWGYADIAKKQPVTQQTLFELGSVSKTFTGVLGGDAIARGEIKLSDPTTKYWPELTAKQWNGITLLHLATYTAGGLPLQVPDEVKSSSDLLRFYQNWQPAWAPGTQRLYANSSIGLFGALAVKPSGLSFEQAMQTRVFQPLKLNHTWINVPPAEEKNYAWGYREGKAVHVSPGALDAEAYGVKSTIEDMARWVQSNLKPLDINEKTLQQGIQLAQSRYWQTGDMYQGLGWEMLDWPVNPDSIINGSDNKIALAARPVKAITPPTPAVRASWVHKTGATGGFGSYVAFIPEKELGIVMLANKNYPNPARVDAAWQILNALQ
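20 mM phosphate pH 7.0 + 0.01% (detergent screen) or 0.0001% Triton X-100; 5.3 nM AmpC reagent; cpd preinc 15 min RT; nitrocefin (800 uM stock) to start; A480 q20 s × 4 min; Activity was normalised to no-enzyme and no-compound control wells.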
LmPK inhibitor: LmPK (Leishmania mexicana) enzyme inhibition; Q27686; purified LmPK, Kinase-Glo ATP luminescence, 1 h; Potency, µM (top dose mostly 57.5 µM), inactives show at the top dose activity change, negative = inhibition, most hits filed as inhibitors; actives 0.37% (n = 290,000); also: potency is read from the fitted curve at half-maximal effect; % is scaled to controls: 0 for no effect and ±100 for the full control effect
Target sequence (Q27686 whole entry, looked up): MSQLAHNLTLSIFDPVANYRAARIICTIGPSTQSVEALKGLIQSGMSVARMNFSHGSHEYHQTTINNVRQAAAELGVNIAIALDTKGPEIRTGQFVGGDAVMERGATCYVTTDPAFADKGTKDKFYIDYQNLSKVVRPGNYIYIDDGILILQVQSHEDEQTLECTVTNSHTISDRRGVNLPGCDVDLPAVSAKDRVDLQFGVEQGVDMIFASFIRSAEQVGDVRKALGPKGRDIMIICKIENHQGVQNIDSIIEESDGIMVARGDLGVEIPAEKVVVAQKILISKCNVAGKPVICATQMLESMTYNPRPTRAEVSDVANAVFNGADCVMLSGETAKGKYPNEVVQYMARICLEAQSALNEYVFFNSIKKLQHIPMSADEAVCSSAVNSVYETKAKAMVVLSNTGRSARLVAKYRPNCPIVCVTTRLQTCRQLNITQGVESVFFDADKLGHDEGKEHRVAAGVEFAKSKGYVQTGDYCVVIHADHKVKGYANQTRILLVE
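Screened at intermediate enzyme activity to detect both inhibitors and activators: LmPK at 0.1 nM, with a 0.5 nM enzyme column as activation reference. PEP 0.5 mM, ADP 0.1 mM; ATP detected by luminescence after 1 h.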
Shiga inhibitor: blocks Shiga toxin action in Vero cells; actives 9.2% (n = 290,000); AID 2315; Vero cells, Shiga toxin protein synthesis inhibition reporter; inhibition, % at 38.7 µM; in the data active = inhibition mostly above about 28%, no sharp cut-off; inactive = mostly below about 43%; also: 0% is about no effect
* = called active by the depositor; i = inactive; ? = inconclusive; . = not tested or not shown; & = joins results of further samples; [ ] = dose if it differs, or a comment. Unless noted, calls follow the shape of the dose curve; as a rule, active = well fitted curve in the direction sought with a large enough effect; inconclusive = small, poorly fitted or top-dose-only effect, or another doubt; inactive = no such curve, though single readings can be large; an effect the other way counts as inactive or inconclusive. Random draw from the library; overall some 22% were active at least once.

Second line of a record – Pf growth 96h, Pf growth 48h, TbPYK inhibitor, LmPK inhibitor, AmpC no deterg, CHX counter, Shiga inhibitor
> COC(=O)CCCC(=O)N1CCOCCN(C(=O)CCCC(=O)OC)CCOCC1
    -12%, -4%, 6%, 1%, 3%, -2, -6
> CCN1CCN(c2ccc(S(=O)(=O)N3CCCCC3)cc2NC(=O)c2ccccc2)CC1
    -13%, ?, -6%, ., 15%, ., .
> CC(C)CN(CC(C)C)C(=S)Nc1ccc(Cl)cc1
    ?, -1%, 8%, 5%, -3%[2.29 µM], 2, -7
> COc1ccc(-c2nc(CS(=O)CC(=O)N3CCN(C)CC3)c(C)o2)cc1 (centres undefined)
    2%, ?, -2%, -2%, 7%, -2, -5
> CN(CC(=O)NCc1ccc2c(c1)OCO2)CC(=O)Nc1ccc(F)c(F)c1F
    -28%, -12%, 0%, ., 26%, ., .
> COc1cc(OC)c(OC)cc1/C=C1/C(=O)N=C(N)N1C
    -32%[5.75 µM], -20%, -16%, -3%, -9%, 2, -1
> Cc1ccc(C)c(NC(=O)CSc2nnc(-c3ccncc3)n2N)c1
    -12%, 3%, 13%, -5%, -9%, -2, -11
> O=C(Nc1cccc(S(=O)(=O)NC2=NCCC2)c1)c1cc(-c2ccco2)nc2ccccc12
    ?, ?, -4%, 0%, -57%, 1, -1
> C[N+](C)(C)c1ccccc1
    ?, ?, -2%, -2%, -15%, -2, -38
> Cc1nnc2c3ccccc3c(-c3cccc4ccccc34)nn12
    14%, -1%, -2%, 6%, -9%, -5, -12
> COc1cc(OC)c(C(=O)N/N=C/c2ccoc2)cc1OC
    -33%, 3%, 2%, 0%, -4%, 0, 22
> Oc1ccc(Cl)cc1C(C#Cc1ccccc1)N1CCOCC1 (centres undefined)
    10µM*, ?, -3%, 1%, 9%, 10, -2
> CCc1cc(=O)oc2cc(C)cc(OCC(C)=O)c12
    -14%, 0%, 2%, 0%, -1%, 5, -10
> COc1ccc(OCC(=O)Nc2ccc3oc(=O)ccc3c2)cc1
    9%, ?, -4%, -1%, 57%, 0, -15
> Cc1ccc(O)c(C(=O)c2cnn(C(=O)Cc3csc(C)n3)c2)c1
    ., ., -5%, -1%, -18%, -1, 84
> Cn1c(=O)n(Cc2ccc(Br)cc2)c2ccccc21
    -4%, 14%, 2%, -3%, -5%, -3, 29
> Cc1cc(C(=O)CCC(=O)N2CCN(c3ccccc3O)CC2)c(C)s1
    -19%, ?, 3%, ., 5%, ., .
> CN(Cc1ccccc1)C(=O)COC(=O)c1ccccc1Nc1ccccc1
    -3%, 5%, -1%, 1%, -7%, -1, -1
> COc1ccc(NC(=O)NC(C)c2ccncc2)cc1OC (centres undefined)
    -10%, 1%, -3%, -2%, -11%, 0, -8
> CCOC(=O)C1CCN(C(=O)/C(=C/c2ccccc2)NC(=O)c2ccccc2)CC1
    ?, 15%, -6%, -4%, 29%, 9, .
> CCn1cc(S(=O)(=O)Nc2ccccc2C(F)(F)F)cn1
    182%[activator], 15%, -9%, -2%, -18%, 0, -20
> Cc1cc2c(cc1S(=O)(=O)CCC(=O)N(C)Cc1ccccc1)OCC(=O)N2
    -24%, 2%, 3%&0%, -15%, -11%, -2, -3
> CC(=O)Oc1ccc2oc(=O)c3c(c2c1)CCCN3C(=O)CN1CCN(c2ncccn2)CC1
    28%, ?, -3%, 4%, 32%, -6, -8
> O=C(Nc1ccc2c(c1)CCC2)c1ccc(F)c(S(=O)(=O)N2CCOCC2)c1
    ?, 0%, 1%, 5%, -47%, 27*, 36*
> Cc1cc(NCCCn2ccnc2)n2nc(C)c(-c3ccccc3)c2n1
    12µM*, ., -2%, -1%, 48%, 44*, 33
> Cn1c(SCC(=O)O)nnc1-c1ccc(NC(=O)c2ccc(Cl)c(Cl)c2)cc1
    ?, -15%, -22%, -1%, -32%, -1, -9
> NC(=O)C1CCN(C2CC(=O)N(c3ccc(F)c(Cl)c3)C2=O)CC1 (centres undefined)
    45%[activator], 6%, 1%, -6%, -11%, -5, -30
> Cn1nc(C(F)(F)F)c(-c2ccc(Br)cc2)c1NC(=O)CSCC(=O)O
    ?, ?, -8%, -3%, -25%, -4, 12
> Nc1nnc(SCC(=O)Nc2cccc3ccccc23)s1
    8%, 29%, 13%, -4%, -6%, 1, -4
> CC(=O)c1ccc(N2CCN(CC(O)COC(c3ccccc3)c3ccccc3)CC2)cc1 (centres undefined)
    -7%, ?, -12%, 3%, 63%[activator], -6, -4
> Cc1c(C)n(Cc2ccccc2)c2ccc(C(=O)OCCCN(C)C)cc12
    4.1µM*, ?, 3%, 2%, -2%, 0, -8
> CC(=O)c1cc2c(cc1NC(=O)c1cnc(C)cn1)OCO2
    0%, 19%, -7%, -6%, -19%, -3, -11
> COC(=O)C1(C(=O)O)Cc2cc([N+](=O)[O-])ccc2N2CCCC21 (centres undefined)
    9%, 11%[0.00184 µM], -4%, 2%, -18%, -5, -8
> Cc1cccc(C)c1NC(=O)C1c2ccccc2Oc2ccccc21
    2%, 4%, -6%, 1%, 2%, 1, -14
> CCc1cc(=O)oc2cc(C)cc(O)c12
    21%, ., 2%, 11%, -2%, 6, -13
> C/C(N)=C(/C#N)C(=O)CSc1nnc(COc2ccccc2Cl)o1
    ., 3%, -13%&-1%, -2%, -2%, -4, 19
> Cc1ccccc1Nc1nc(N)nc(CSCC(=O)Nc2cccc(Br)c2)n1
    -13%, -5%, -14%, 9%, -13%, -2, -5
> N#Cc1c(-c2cccs2)cc(-c2ccccn2)nc1N
    9.3µM*, -6%, -5%, 5%, -18%, 1, 49
> CCOc1ccccc1NC(=O)c1ccc(S(=O)(=O)N2CCCCC2)cc1
    1%, ?, -8%, -5%, 4%, 3, -7
> Cc1cc(NS(=O)(=O)c2ccc(NC(=O)C(CC(C)C)N3C(=O)c4ccccc4C3=O)cc2)nc(C)n1 (centres undefined)
    0%, -6%, 0%, 4%, 69%[activator], -4, 21

2 compounds drawn at random from the list so far:
Second line of a record – Pf growth 96h, Pf growth 48h, TbPYK inhibitor, LmPK inhibitor, AmpC no deterg, CHX counter, Shiga inhibitor
> CC(=O)Oc1ccc2oc(=O)c3c(c2c1)CCCN3C(=O)CN1CCN(c2ncccn2)CC1
    28%, ?, -3%, 4%, 32%, -6, -8
> CCn1cc(S(=O)(=O)Nc2ccccc2C(F)(F)F)cn1
    182%[activator], 15%, -9%, -2%, -18%, 0, -20

Single records, as listed above:
COC(=O)C1(C(=O)O)Cc2cc([N+](=O)[O-])ccc2N2CCCC21 (centres undefined) in the list: Pf growth 96h = 9%; Pf growth 48h = 11%[0.00184 µM]; TbPYK inhibitor = -4%; LmPK inhibitor = 2%; AmpC no deterg = -18%; CHX counter = -5; Shiga inhibitor = -8
Cc1cc(C(=O)CCC(=O)N2CCN(c3ccccc3O)CC2)c(C)s1 in the list: Pf growth 96h = -19%; Pf growth 48h = ?; TbPYK inhibitor = 3%; LmPK inhibitor = .; AmpC no deterg = 5%; CHX counter = .; Shiga inhibitor = .

(further entries)
Second line of a record – Pf growth 96h, Pf growth 48h, TbPYK inhibitor, LmPK inhibitor, AmpC no deterg, CHX counter, Shiga inhibitor
> CCC(C)(C)NC(=O)Nc1cc(Cl)ccc1OC
    -1%, ?, -6%, -1%, -27%, -1, -5
> CCN(CC)CC(=O)Nc1ccc(C)cc1Br
    ., 11%, -6%, -8%, -2%, 27*, 40*
> Cc1ccc(S(=O)(=O)N2CCC(C(=O)OCc3c(C)noc3C)CC2)cc1C
    -2%, -16%, 1%, ., ?, ., .
> Cc1cc(=O)n(CC=C(Cl)Cl)c2ccccc12
    -29%, ?, 2%, 0%, -2%, 1, 4
> Cc1csc(NC(=O)C2CCCN(S(=O)(=O)c3ccc(Br)s3)C2)n1 (centres undefined)
    ?, ., -13%, 2%, -20%, -5, -14
> COc1cc(C(=O)Nc2nnc(SCC(=O)NCC3CCCO3)s2)cc(OC)c1OC (centres undefined)
    ?, -11%, 1%, -6%, 79%[activator], 2, 24
> O=c1oc(-c2ccc([N+](=O)[O-])cc2)nc2ccc(O)cc12
    22%, 21%[5.75 µM], 13%, ?, -11%, 17, 3
> COc1ccc(/C(C)=N/NC(=O)CNC(=O)C(c2ccccc2)c2ccccc2)c(OC)c1
    -18%, -9%, 0%, 11%, -1%, -1, -13
> Cc1ccc(C2C(C#N)=C(N)N(c3cccnc3)C3=C2C(=O)CCC3)s1 (centres undefined)
    6%, 5%, -14%, 3%, -35%, 11, 51*
> COCCCNC(=O)C(=O)NC1CCCCCC1
    56%[activator], 26%, -10%, -7%, -5%, 19, 36
> O=C(CCN1C(=O)c2ccccc2C1=O)Nc1ccc(S(=O)(=O)NC2=NCCCCC2)cc1
    1%, 4%, 0%, 0%, -9%, 1, -1
> Cn1c(=O)cc(N2CCCCC2)[nH]c1=O
    ?, ?, 0%, 5%, -14%, -2, -3
> Cc1ccccc1NC(=O)Nc1ccc(C(F)(F)F)cc1
    i, -101%, 1%, -3%, -28%, 23*, 56*
> CCOC(=O)C1=C(N)OC2=C(C(=O)CC(C)(C)C2)C1c1ccccc1OCC#N (centres undefined)
    ., -11%, -11%, 7%, -12%, -1, -19
> O=C(O)CC(CC(=O)N1CCOCC1)c1ccccc1 (centres undefined)
    14%, 13%, 4%, 1%, -1%, -2, -7
> Cc1ccc(-n2nnc(-c3nccn3C)n2)cc1
    -13%, -14%, ?, 14µM*, -2%, 11*, 7
> Cc1ccc(N=Nc2ccc(C)cc2NC(=O)Nc2ccccc2F)cc1
    ?, ?, 2%, -3%, -13%, 46*, 34
> O=C(NCc1ccco1)C(c1ccccc1)N(C(=O)Cc1cccs1)c1ccccc1 (centres undefined)
    4%, ?, 0%, 4%, -35%, -1, -7
> CC(C)(C)c1ccc(NC(=O)C(=O)C2C(=O)Nc3ccccc32)cc1 (centres undefined)
    -1%, -5%, -1%, -3%, -24%, 32*, 49*
> O=C(CSc1ncn[nH]1)Nc1ccccc1Sc1ccc(Cl)cc1
    1%, 0%, -1%, 7%, -15%, -3, -4
> COc1ccc(/C=N/Nc2nc(=O)[nH]nc2C)cc1[N+](=O)[O-]
    ?, 25%, 0%, -11%, -6%, 7, 6
> Nc1nc(Nc2ccccc2Cl)cc(=O)[nH]1
    ?, 1%, 3%, -10%, -32%, -1, -7
> COc1ccccc1NC(=O)CON=C(N)CC(=O)NC1CCCCC1
    ?, ?, 0%, ., -13%, ., .
> CCCOc1cccc(C2C(C(=O)c3ccco3)=C(O)C(=O)N2CCN(CC)CC)c1 (centres undefined)
    -18%, -3%, -10%, 3%, -7%, -6, 25
> COC(=O)c1ccc(NC(=O)C(=O)N2CCN(C(=S)NCCc3ccccc3)CC2)cc1
    406%[activator], ?, -8%, 3%, -19%, -4, -9
> Nc1cc(=O)n(Cc2ccccc2)c(=O)n1-c1ccc(Cl)cc1
    ?, 10µM*, 0%, 4%, -10%, -2, -8
> C=CC[N+]1(CC#CCOC(c2ccccc2)c2ccccc2)CCOCC1
    2.6µM*, ?, -2%, 7%, 45%, -2, -8
> CCNC(=O)NC(=O)C(C)OC(=O)Cc1coc2cc3c(cc12)CCC3 (centres undefined)
    43%[activator], 14%, -9%, -2%, -27%, 2, -7
> CCN(CC)c1cc(Cl)nc(N)n1
    -8%, 22%, -7%, 6%, -9%, -1, -3
